High-throughput results deposited in PubChem by NCI.
All columns: NCI-60 one-dose screen, growth in % after 48 h at 10 µM unless noted; 100 = growth as untreated, 0 = no growth, -100 = all killed.
SN12C = SN12C renal cancer cells; hit rate 3.8% among 81,000
CAKI-1 = CAKI-1 renal cancer; hit rate 4.7% among 75,000; AID 1794772
UO-31 = UO-31 renal cancer | hit rate 5.2% among 81,000
TK-10 = TK-10 renal cancer cells. hit rate 3.9% among 81,000. AID 1794769
IGROV1 = IGROV1 ovarian cancer. hit rate 4.7% among 79,000
786-0 = 786-0 renal cancer cells. hit rate 5.1% among 81,000
ACHN = ACHN renal cancer; AID 1794771; hit rate 4.9% among 81,000
NCI/ADR-RES = NCI/ADR-RES ovarian cells. AID 1794790. hit rate 4.4% among 81,000
Starred values were filed as active, the others as inactive; . = no result given; & = joins results of further samples; [ ] = another dose, or the depositor's remark. Rule for the calls: active = growth percent below 10; inactive = the rest.

SMILES	SN12C	CAKI-1	UO-31	TK-10	IGROV1	786-0	ACHN	NCI/ADR-RES
Clc1ccc(OCc2nnc(-c3ccc(Oc4ccccc4)cc3)o2)c(Cl)c1	92	93	74	90	.	103	106	93
O=CCCN(CCC=O)c1ncnc2ccc(Cl)cc12	112	88	77	93	113	105	94	108
C/C(=C\c1ccc([N+](=O)[O-])cc1)C(=O)O	99	96	95	105	110	97	98	109
CN=C(N)NCCCCCCCCNC(N)=NC	90	72	71	83	82	97	79	103
C=CCc1c(C)nc(N)[nH]c1=O	95	90	84	106	102	115	107	110
CNC(=O)c1cc(-n2ccc3cc(NC(=O)Nc4ccc(N5CCN(C)CC5)c(C(F)(F)F)c4)ccc32)ccn1	95	86	42	121	92	-14*	77	98
C[C@@H](C(=O)NCCCC#Cc1cnc(Nc2ccc(C#N)cc2)nc1NC1CC1)N(C)C(=O)/C=C/CN(C)C	36	60	29	63	41	40	14	78
CO[C@H]1C[C@@H]2CC[C@@H](C)[C@@](O)(O2)C(=O)C(=O)N2CCCC[C@H]2C(=O)O[C@H]([C@H](C)C[C@@H]2CC[C@@H](OC(=O)C(C)(CO)CO)[C@H](OC)C2)CC(=O)[C@H](C)/C=C(\C)[C@@H](O)[C@@H](OC)C(=O)[C@H](C)C[C@H](C)\C=C/C=C/C=C/1C	35	31	15	26	11	26	33	46
CCCCCCCCCC(=O)Oc1ccc(/C(=C(/C)c2ccccc2)c2ccc(OCCN3CCCC3)cc2)cc1	45	1.3*	7.7*	43	45	-59*	35	28
NS(=O)(=O)c1ccc(Nc2nc(Nc3ccccc3)nc3n[nH]c(=O)n23)cc1	102	95	75	108	107	89	97	107
CC(=O)Nc1ccc(Cl)cc1C(=O)O	97	100	77	108	100	110	104	94
C=CC(=O)N[C@@H](/C=C/C(=O)OCC)Cc1ccc(-c2cc(Cl)cc(Cl)c2)cc1	4.0*	36	14	6.0*	36	12	27	8.7*
CN(C)CCCc1ccc(Nc2cnn(C)c(=O)c2Cl)cc1	100	83	88	109	104	96	113	109
Cc1nnc(Cc2ccccc2)c2n[nH]c(C)c12	100	94	82	97	102	99	102	.
Cc1c(C(=O)Nc2nc(-c3ccccc3)cs2)nnn1-c1cccc2ccccc12	68[50 µM]	36[50 µM]	50[50 µM]	.	70[50 µM]	80[50 µM]	58[50 µM]	65[50 µM]
C/C(NCCc1ccccc1)=C1\CCOC1=O	96	69	87	100	84	92	91	96
CCN(c1ccc2c(c1)C(C)(C)CCC2(C)C)c1ncc(C(=O)O)cn1	98	93	99	107	107	102	101	106
Cn1c(=O)c2c(nc3scc(CNc4cccc(C(F)(F)F)c4)n32)n(C)c1=O	77	82	55	95	80	85	73	67
Cn1c(-c2ccc(Br)cc2)cc(=O)c2ccccc21	94	94	93	97	101	105	104	103
COc1ccc(-n2ncn(Cc3nc(-c4ccc(Cl)cc4)n[nH]3)c2=O)cc1	100	101	100	78	107	90	101	107
COC(=O)C1(CC(=O)c2cc(Cl)ccc2Cl)NC(=S)NC(=O)C1C#N (configuration not stated)	102	93	89	109	113	107	106	114
CC(=O)Oc1c(Cl)c(Cl)c([N+](=O)[O-])c(Cl)c1Cl	99	.	78	109	100	104	106	101
O=c1[nH]c(=O)n([C@H]2C[C@H](O)C(CO)O2)cc1I (some centres not stated)	82	57	75	83	81	98	76	99
CCOC(=S)SCC(=O)c1cccc([N+](=O)[O-])c1	87	109	75	134	80	106	93	39

Fetched by compound from above (5):
SMILES	SN12C	CAKI-1	UO-31	TK-10	IGROV1	786-0	ACHN	NCI/ADR-RES
COC(=O)C1(CC(=O)c2cc(Cl)ccc2Cl)NC(=S)NC(=O)C1C#N (configuration not stated)	102	93	89	109	113	107	106	114
CCOC(=S)SCC(=O)c1cccc([N+](=O)[O-])c1	87	109	75	134	80	106	93	39
CN(C)CCCc1ccc(Nc2cnn(C)c(=O)c2Cl)cc1	100	83	88	109	104	96	113	109
Cc1c(C(=O)Nc2nc(-c3ccccc3)cs2)nnn1-c1cccc2ccccc12	68[50 µM]	36[50 µM]	50[50 µM]	.	70[50 µM]	80[50 µM]	58[50 µM]	65[50 µM]
C/C(NCCc1ccccc1)=C1\CCOC1=O	96	69	87	100	84	92	91	96

Next part
SMILES	SN12C	CAKI-1	UO-31	TK-10	IGROV1	786-0	ACHN	NCI/ADR-RES
O=C(NCc1cccnc1)c1ccc(NS(=O)(=O)c2ccc3c(c2)OCCCO3)cc1	100	87	90	106	95	107	103	103
Cc1[nH]n(-c2ccc(S(=O)(=O)O)cc2)c(=O)c1N=Nc1ccccc1	110	93	93	121	114	100	100	115
COc1ccc(/C(Cl)=N/N=C(\Cl)c2cc(OC)c(OC)c(OC)c2)cc1OC(C)=O	96	.	65	81	105	102	.	89
Cc1ccccc1NC(=O)CNCC(C)C	110	.	87	86	105	96	.	97
C=Cc1c(C)cc(C)c(C)c1C	99	102	101	96	107	98	104	100
O=C(CO)C1CC2C=CC1C2 (configuration not stated)	107	101	82	95	103	101	108	103
O=C(c1ccc(Nc2nccc(NCCCNc3ccnc4cc(Cl)ccc34)n2)cc1)N1CCCCC1	34	90	82	73	40	33	80	93
CCOC(=O)c1cnn2c(-c3ccc(Cl)cc3)nc(N3CCCCC3)nc12	97	.	74	120	91	100	111	94
O=c1[nH]nc(Cn2nc(-c3ccccc3)ccc2=O)o1	105	96	89	100	114	90	84	108
Cc1cc(C)c(C#CC(=O)O)c(C)c1C	98	94	87	92	109	89	109	99
CCCCCN1C=C/C(=C\C(=O)N(C)c2ccccc2OC(F)(F)F)c2ccccc21	96	92	84	102	92	100	111	107
CCOc1ccc2nc(N)sc2c1	90	91	67	118	90	106	95	109
O=C(OCc1ccccc1OC1O[C@H](CO)[C@@H](O)[C@H](O)[C@H]1O)[C@@]1(O)C(=O)C2C=CC1C1C2C=CC(=O)[C@]1(O)C(=O)OCc1ccccc1O[C@@H]1O[C@@H](CO)[C@H](O)[C@@H](O)[C@@H]1O (some centres not stated)	105	98	82	122	88	113	96	111
COC(=O)/C=C(/C(=O)OC)N(O)C(=O)CN1C(=O)c2ccccc2C1=O	97	102	92	104	106	97	106	102
COc1ccc(CCNC(=O)c2c(C)n([O-])c3ccc(F)cc3[n+]2=O)cc1	95	92	27	96	.	99	102	99
CC(C)C1=CC2=CC[C@@H]3[C@](C)(CCC[C@@]3(C)C(=O)O)[C@H]2CC1	99&105	97&91	89&88	106&111	100	105&98	102&103	87&115
CC(C)(C)C(=O)C(Oc1ccc(Cl)cc1)n1ccnc1 (configuration not stated)	96	74	75	112	92	92	97	86
Cc1nc2sc3c(c2c(C)c1Br)NC(c1ccccc1C(F)(F)F)NC3=O (configuration not stated)	99	.	85	113	104	101	107	96
Cc1nn(-c2ccc(Cl)cc2)c(C)c1N=Nc1ccccc1	94	79	71	91	82	92	81	97
CCCC(=O)OC1CCCCC1	104	105	82	86	109	98	94	104
COc1cc2c(cc1OC)C1CC3(CCCCC3)ON1CC2 (configuration not stated)	98[100 µM]	86[100 µM]	88[100 µM]	98[100 µM]	98[100 µM]	92[100 µM]	93[100 µM]	105[100 µM]
S=C(CSc1ccccc1)Nc1cccc2ccccc12	92	98	56	110	92	101	103	104
C[C@]12CC[C@H](O)CC1=CC[C@@H]1[C@@H]2CC[C@]2(C)C3C(=O)C=C4CCCCC4C3C[C@@H]12 (some centres not stated)	96	83	83	130	99	110	85	109
OC(CBr)CCBr (configuration not stated)	97	92	103	131	90	103	100	106
COc1ccc(Nc2ncccc2C(=O)NCc2cn(Cc3ccc(F)cc3)nn2)cc1	109	88	59	112	94	82	99	88
COc1cc(C#N)cc(OC)c1OCCN(CCOc1c(OC)cc(C#N)cc1OC)S(=O)(=O)c1ccc(C)cc1	111	109	45	140	77	93	97	96
CNC1(C#N)CCN(Cc2ccccc2)CC1	94	73	81	272	101	73	101	103
CC(=O)c1nn(-c2ccccc2)cc1C(=O)c1cc2cc(Br)ccc2oc1=O	94	50	47	124	75	98	43	74
Cc1ccc2nc(-c3ccc(N4C(=O)/C(=C/c5ccccc5Cl)N=C4c4ccccc4)cc3)sc2c1	62	65	53	94	.	87	78	84
COc1cc(Cc2nn3cc(-c4ccccc4)nc3s2)cc(OC)c1OC	95	84	73	138	69	94	83	94
O=c1[nH]c2ccccc2cc1CN1CCN(c2nccc(-c3ccc4ccccc4c3)n2)CC1	100	106	73	101	109	94	99	86
C=CC(=O)N1CCN(c2cccc(Oc3nccc(Nc4nnc(-c5ccccc5OC)s4)n3)c2)CC1	77	74	39	114	58	86	86	86
CCOc1ccc(NC(=O)/C=C/c2ccc(OC)c(OC)c2)cc1	103	110	102	105	119	105	109	105
Clc1ccc(C2(c3ccccc3)Nc3ccccc3S2)cc1 (configuration not stated)	100	127	71	108	87	109	106	113
CCOC(=O)CCCS(C)(=O)=O	97	117	91	102	120	110	104	103
CCCCN(CCCC)c1ccc(C(=N)c2ccc(N(CCCC)CCCC)cc2)cc1	-94*	-38*	-71*	-84*	-53*	-91*	-100*	-88*
COc1ccc(/C=C/c2cc(/C=C/c3ccc(OC)c(OC)c3OC)on2)c(OC)c1OC	94	75	84	98	96	83	105	94
Fc1c[c-]c(-c2ccccn2)c(F)c1.Fc1c[c-]c(-c2ccccn2)c(F)c1.[Cl][Pt+].[Cl][Pt+].c1ccc([PH+](C[PH+](c2ccccc2)c2ccccc2)c2ccccc2)cc1	5.5*	41	76	.	21	32	89	98
CCOC(=O)c1c(Nc2ccccc2)nn2c(-c3ccco3)c(C#N)cnc12	93	90	71	.	100	67	57	80
C=C1C(=O)O[C@H]2[C@H]1CC/C(CNS(=O)(=O)c1cccc3ccccc13)=C\CC[C@@]1(C)O[C@@H]21	12	34	22	8.6*	15	26	3.7*	74
CC(=O)c1ccc(NC(=O)CSc2nnc(C(C)c3ccc(CC(C)C)cc3)o2)cc1 (configuration not stated)	.	96	95	96	.	96	96	94
O=C(CN1CCn2c(nnc2C(F)(F)F)C1)Nc1nc2ccccc2s1	97	79	86	89	98	91	90	96
Cc1ccc2c(c1)C(=O)N(CC[P+](c1ccccc1)(c1ccccc1)c1ccccc1)C2=O	94	95	88	103	91	101	101	106
COC(=O)c1ccc(N(C(C)=O)c2cc(C(C)(C)C)[nH]n2)c(NC(C)=O)c1	108	111	102	109	120	103	115	104
Cc1nc2ccc(Br)cn2c1C(=O)NCc1ccc(OCc2cn(Cc3ccc(Br)cc3)nn2)cc1	82	93	64	116	78	95	90	98
CO/C(=C\c1ccc(O)cc1)C(=O)N/C=C/c1cc(Br)c(O)c(Br)c1	86	.	72	100	102	89	71	81
CCOC(=O)/C=C/c1nc(C(=O)OCC)c(C)c(=O)[nH]1	111	137	105	147	100	110	110	112
O=C(OCC1OC(n2cc(C(F)(F)F)c(=O)[nH]c2=O)CC1OC(=O)c1ccc([N+](=O)[O-])cc1)c1ccc([N+](=O)[O-])cc1 (configuration not stated)	43	39	50	87	82	19	16	89
COc1ccc(NC(=O)/C(=C/N2C(=O)/C(=C\C(C)=C\c3ccccc3)SC2=S)C(C)=O)cc1	92	97	75	91	95	90	95	100
CCCCNc1ccc(C(=O)NCCSCCN(CC)CC)cc1	95	103	90	104	101	108	106	104
CN(C)c1ccc(/C=C(\C#N)c2nc3ccccc3s2)cc1	104	89	91	121	103	97	101	107
COc1cc(Cn2c(SCCC(=O)Nc3ccc(Cl)cc3)nc3ccccc3c2=O)cc(OC)c1OC	73	71	49	100	87	89	85	81
COc1ccc(NC(=O)CSc2nnc(-c3ccc4nc(-c5ccccc5)[nH]c4c3)o2)cc1	96	101	86	121	93	96	102	101
CCCCN1C(=O)c2cccc3c(OC)cc(/C=C/C(=O)OCC)c(c23)C1=O	93	84	77	116	101	109	98	101
O=C1c2ccccc2-c2c1c1c3ccccc3n(CCCCBr)c1c1c3ccccc3n(CCCCBr)c21	106	95	68	97	105	108	107	105
CCOC(=O)/C=C(/C)N	101	107	93	101	104	107	107	103
Cc1ccc(S(=O)(=O)N2CCc3ccccc3CC2)cc1	85	79	70	74	104	79	86	70
O=C(Nc1cc(-c2ccccc2)[nH]n1)c1ccc(Cl)cc1	84	76	59	67	3.1*	80	61	85
O=C(NCCCCNC(=O)OCc1ccc2c(Cl)cc(Cl)c(O)c2n1)OCc1ccc2c(Cl)cc(Cl)c(O)c2n1	28	13	37	61	11	71	26	3.4*
COc1ccc(C2NC(=O)c3cc(OC)c(OC)cc3N2)cc1 (configuration not stated)	108	108	113	102	.	95	99	102

Next part; the last three above are carried over.
SMILES	SN12C	CAKI-1	UO-31	TK-10	IGROV1	786-0	ACHN	NCI/ADR-RES
O=C(Nc1cc(-c2ccccc2)[nH]n1)c1ccc(Cl)cc1	84	76	59	67	3.1*	80	61	85
O=C(NCCCCNC(=O)OCc1ccc2c(Cl)cc(Cl)c(O)c2n1)OCc1ccc2c(Cl)cc(Cl)c(O)c2n1	28	13	37	61	11	71	26	3.4*
COc1ccc(C2NC(=O)c3cc(OC)c(OC)cc3N2)cc1 (configuration not stated)	108	108	113	102	.	95	99	102
c1ccc2c(Cc3csc4ccccc34)csc2c1	97	81	48	106	.	94	93	82
COc1cc(NC(C)CCCN)c2nccc(C)c2c1OC (configuration not stated)	82	100	90	114	93	99	100	98
CC(=O)c1c(N)c(C#N)cn1Cc1ccc(Cl)cc1Cl	111	108	111	105	111	105	109	111
O=c1[nH]nnc2c1cnn2-c1ccccc1	108	.	76	100	100	87	108	101
Nc1nc2c(c3ncncc13)C(c1cccc(C(F)(F)F)c1)Cc1ncncc1-2 (configuration not stated)	55	35	51	51	54	28	45	15
Cc1ccc(S(=O)(=O)N/N=C2\CC(C)(C)OC2(C)C)cc1	102	98	95	99	103	103	100	111
